High-throughput results: PubChem, National Center for Advancing Translational Sciences (NCATS)
GAA glycogen: qHTS Assay for Inhibitors and Activators of Human alpha-Glucosidase Cleavage of Glycogen. recombinant GAA, glycogen substrate, Amplex Red glucose oxidase fluorescence. Potency, µM (highest dose often 76.4 µM), inactives show at the highest dose activity change, negative = inhibition, most hits filed as inhibitors. actives 0.38% (n = 300,000); active = well fitted inhibition curve with a large enough effect; inconclusive = small, poorly fitted or top-dose-only effect, or another doubt; inactive = no such curve, though single readings can be large or run the other way;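 also: 0% = full enzyme reaction and -100% = no-enzyme basal signal; the screen sought inhibitors and activators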
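Recombinant human enzyme (4 nM); glycogen substrate; 37 C, 40 min, pH 5.0. Readout: coupled glucose oxidase/Amplex Red fluorescence.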
An asterisk follows results filed as active; ? = inconclusive; & = joins results of further samples; [ ] = another dose, or the depositor's remark. Potency is read from the fitted curve at half-maximal effect.

GAA glycogen | mol
6%[76.3 µM] | CCCOc1ccc(-c2c(=O)n(O)c3ccccc3[n+]2[O-])cc1
-2%[76.3 µM] | CCN(C(=O)C(NS(=O)(=O)c1cccc2nsnc12)c1ccccc1)c1ccccc1 (stereo not drawn)
0%[76.3 µM] | Cc1c(NC(=O)Nc2ccc(F)cc2F)c(=O)n(-c2ccccc2)n1C
-1% | COc1ccc(C2(C)NC(=O)N(CC(=O)Nc3ccc(Br)cc3F)C2=O)cc1OC (stereo not drawn)
? | CCOC(=O)C1(Cc2cccc(OC)c2)CCCN(Cc2cc(OC)c(O)c(OC)c2)C1 (stereo not drawn)
-8%[76.3 µM] | Cc1ccc(N(CC(O)Cn2c3ccccc3c3ccccc32)S(=O)(=O)c2ccc(F)cc2)cc1 (stereo not drawn)
-6% | O=C(O)CC(c1ccc(Cl)cc1)N1Cc2ccccc2C1=O (stereo not drawn)
3%[76.3 µM] | Cc1ccc(SCC(=O)OCC(=O)N(C)CC(=O)Nc2ccccc2Cl)cc1C
4%[76.3 µM] | CSCCC(NC(=O)COc1ccccc1)C(=O)NCc1cccs1 (stereo not drawn)
2%[76.3 µM] | Cc1ccccc1Nc1ccc([N+](=O)[O-])cn1
0%[76.3 µM] | N#Cc1ccc(OC(=O)c2cc(-c3ccc(Cl)cc3)on2)cc1
-5% | Cc1ccc(NC(=O)CSc2nncn2-c2ccccn2)cc1Cl
14%[76.3 µM] | CCCN(C(=O)c1coc(=O)c2ccccc12)c1ccccc1C
-9% | C=C(C)COc1ccc(-c2ncncc2-c2ccc(Cl)cc2)c(O)c1
-8% | O=C(O)CCC(=O)N1CCc2c([nH]c3ccccc23)C1C(F)(F)F (stereo not drawn)

In the list so far, five have a Cl atom.
GAA glycogen | mol
-6% | O=C(O)CC(c1ccc(Cl)cc1)N1Cc2ccccc2C1=O (stereo not drawn)
3%[76.3 µM] | Cc1ccc(SCC(=O)OCC(=O)N(C)CC(=O)Nc2ccccc2Cl)cc1C
0%[76.3 µM] | N#Cc1ccc(OC(=O)c2cc(-c3ccc(Cl)cc3)on2)cc1
-5% | Cc1ccc(NC(=O)CSc2nncn2-c2ccccn2)cc1Cl
-9% | C=C(C)COc1ccc(-c2ncncc2-c2ccc(Cl)cc2)c(O)c1

(next part)
GAA glycogen | mol
13%[76.3 µM] | COc1ccc(-c2noc(CSc3nnc(C)n3-c3ccc(C)cc3)n2)cc1
0% | COc1ccc(-n2nc(C(=O)NCC(=O)N3CCN(Cc4ccccc4)CC3)c3ccccc3c2=O)c(OC)c1
-4% | C=CCc1ccc(OCC(O)CN2CCN(c3ccccc3OC)CC2)c(OC)c1 (stereo not drawn)
1% | Cc1cccc(C(=O)NCc2nnc(SCC(=O)Nc3nnc(C)s3)n2C)c1
-11%[76.3 µM] | CC(C)(C)c1ccc(C(=O)Nc2ccc(NC(=O)c3ccc(Cl)c(Cl)c3)cc2)cc1
-1% | CCc1ccc(-c2n[nH]c(=O)c3ccccc23)cc1
-9%[76.3 µM] | Cc1cc(NC(=O)CCCN2C(=O)/C(=C/c3ccccc3Cl)SC2=S)no1
-29%[76.3 µM] | S=c1[nH]nc(COc2ccc(Cl)cc2Cl)n1-c1ccccc1
-14%[76.3 µM] | CC(=O)N1c2ccc(S(=O)(=O)N(C)CC(=O)NCc3ccccc3)cc2CC1C (stereo not drawn)
-6%[76.3 µM] | Cc1ccc(C(=O)NCc2ccccn2)cc1NC1=NC2CS(=O)(=O)CC2S1 (stereo not drawn)
-8%[76.3 µM] | CC(C)c1ccc(C2c3[nH]c4ccccc4c3C[C@H]3C(=O)N(c4ccccc4C(=O)N4CCC[C@@H]4C(=O)O)C(=O)N23)cc1 (stereo partly drawn)
2%[76.3 µM] | Cc1cccc(C)c1OCC(=O)Nc1ccccc1C(=O)N1CCOCC1
-5%[76.3 µM] | CCCCOC(=O)c1ccc(NC(=S)NC(=O)c2ccco2)cc1
-1% | O=C(C[n+]1ccccc1)N/N=C/c1ccccc1C(F)(F)F
10%[76.3 µM] | Cc1nn(-c2ccccc2)c(OC(=O)c2ccccc2Br)c1S(=O)(=O)c1ccccc1

The list goes on.
GAA glycogen | mol
-3%[76.3 µM] | CC(C)C[C@H](NC(=O)C1(c2ccccc2)CCN(C(=O)OC(C)(C)C)CC1)C(=O)N1CCC[C@H]1C(=O)O
-8% | CCN1CCN(c2nc(-c3ccccc3)c3ccccc3n2)CC1
-4%[76.3 µM] | CC(=O)Nc1ccc(S(=O)(=O)NCCN2CCNC2=O)cc1Cl
3%[76.3 µM] | Nn1c(SCC(=O)Nc2cccc(C(F)(F)F)c2)nncc1=O
-16%[76.3 µM] | COc1ccc2[nH]cc(CCN=C(NC(=O)c3ccccc3OC)Nc3nc(C)cc(C)n3)c2c1
-1%[76.3 µM] | O=C(CCc1nnc2ccc(N3CCC4(CC3)OCCO4)nn12)NCc1ccc(F)cc1
-3%[76.3 µM] | COc1cccc(NC(=O)CN2C(=O)CSc3ccc(S(=O)(=O)N4CCCC4)cc32)c1
3%[76.3 µM] | Cc1c(C(=O)NCc2cccc(F)c2)oc2c1-c1[nH]ncc1CC2
-3% | Cc1ccc(-n2c(SCC(=O)O)nc3c(sc(=S)n3-c3ccc(C)c(C)c3)c2=O)cc1
8% | C=CCN(C(=O)CCC(=O)Nc1cc(C)on1)C(C(=O)NC1CCCC1)c1ccc(Cl)cc1 (stereo not drawn)
-3%[76.3 µM] | COc1ccc(C)cc1S(=O)(=O)N(CC(=O)NC1CCCC1)c1ccc(F)cc1
5% | CC1CN(c2ccccc2)c2nc3c(c(=O)[nH]c(=O)n3C)n2C1 (stereo not drawn)
1% | Cc1cc2c(n1-c1ccc(C(=O)O)cc1)CCCCC2
9%[76.3 µM] | COc1cc(C2/C(=C(\O)c3ccc4c(c3)CC(C)O4)C(=O)C(=O)N2c2nnc(C)s2)cc(OC)c1OC (stereo not drawn)
-18%[76.3 µM] | COc1ccc2c(Sc3ccc(C)cc3)c(C(=O)NCCc3ccccc3)[nH]c2c1

Exported field by field: part of the list above.
CCN1CCN(c2nc(-c3ccccc3)c3ccccc3n2)CC1
  GAA glycogen = -8%

CC(=O)Nc1ccc(S(=O)(=O)NCCN2CCNC2=O)cc1Cl
  GAA glycogen = -4%[76.3 µM]

Nn1c(SCC(=O)Nc2cccc(C(F)(F)F)c2)nncc1=O
  GAA glycogen = 3%[76.3 µM]

COc1ccc2[nH]cc(CCN=C(NC(=O)c3ccccc3OC)Nc3nc(C)cc(C)n3)c2c1
  GAA glycogen = -16%[76.3 µM]

The results go on.
GAA glycogen | mol
-6%[76.3 µM] | CCOc1ccc(OCC)c(S(=O)(=O)n2ccnc2C)c1
3% | CCOc1ccc(NC2=CC(=O)CCC2)cc1
-23%[76.3 µM] | COc1cc(NS(=O)(=O)c2cc3c(cc2C)n(C)c(=O)c(=O)n3C)cc(OC)c1
4%[76.3 µM] | COc1ccc(CCN(C)C/C=C/c2ccccc2[N+](=O)[O-])cc1OC
-2%[76.3 µM] | COc1cc(OC)c(NC(=O)C2CCCN(c3ncnc4c3nc3n4CCCCC3)C2)cc1Cl (stereo not drawn)
3% | CCOc1ccc(CN(C(=O)c2ccccn2)c2ccc(OC)c(Cl)c2)cc1
1%[76.3 µM] | Cc1ccc(C(=O)N2CCCC(Nc3ccc(C(C)C)cc3)C2)cn1 (stereo not drawn)
1%[76.3 µM] | Cn1cc(CN2CCCC(C(=O)Nc3cccc(-n4cccn4)c3)C2)cn1 (stereo not drawn)
16%[76.3 µM] | CC(C)(C)C(=O)C1=C(O)C(=O)N(Cc2ccccc2)C1c1ccccc1Cl (stereo not drawn)
0%[76.3 µM] | COCC1CCCCN1C(=O)c1cccc(OC2CCN(S(C)(=O)=O)CC2)c1 (stereo not drawn)
14%[76.3 µM] | CC1=Nc2cc(C(=O)NC3CCCC3)ccc2Sc2ccc(C)cc21
-9%[76.3 µM] | CCc1nnc(SCc2cccc(Cl)c2)c2cc3sccc3n12
11%[76.3 µM] | COc1cc(OC)c(OC)cc1CNC(=O)c1cc(=O)c2ccccc2o1
-2%[76.3 µM] | O=C(NCCS(=O)(=O)N1CCN(c2ccccc2)CC1)C1CC(=O)N(c2ccc(F)cc2)C1 (stereo not drawn)
10%[76.3 µM] | CCCOC(=O)c1c(C)oc2c1cc(NS(=O)(=O)c1ccc(OCC)cc1)c1ccccc12

(further entries)
GAA glycogen | mol
0%[76.3 µM] | Cc1ccc(NS(=O)(=O)c2c(C)[nH]c(C)c2C(=O)N2CCCCC2)cc1C
7% | CCC(=O)N(Cc1cc(=O)[nH]c2ccccc12)c1ccc(OC)cc1
4% | COc1ccc(CNC(=O)c2cc(=O)c3c(C)cc(C)cc3o2)cc1
3% | O=C(COc1ccc(S(=O)(=O)N2CCCC2)cc1)NCc1cccnc1
4% | O=C(Oc1ccc(Oc2ccccc2)cc1)N1CCC(O)CC1
0% | N=c1c(S(=O)(=O)c2ccccc2)cc2c(=O)n3ccccc3nc2n1CCCN1CCOCC1
3% | O=C(NCc1ccc(F)cc1)C1CCCN(S(=O)(=O)c2ccc(Br)s2)C1 (stereo not drawn)
5%[76.3 µM] | O=C(Nc1nccs1)C1CC=CCC1 (stereo not drawn)
0%[76.3 µM] | CCOc1cc(C(=O)Nc2cccnc2)cc(OCC)c1OCC
0%[76.3 µM] | O=C(CCC1CCN(C(=O)c2cncs2)CC1)Nc1ccccc1
-5%[76.3 µM] | Cc1ccc(NC2=C(c3ccc(C(F)(F)F)cc3)C(=O)c3ccccc32)cc1F
17%[76.3 µM] | COc1cc(C2Nc3ccc4ccccc4c3C3=C2C(=O)CC(C)(C)C3)ccc1OCC(=O)O (stereo not drawn)
16%[76.3 µM] | CCOCCCNC(=O)C1CCN(c2nn3cc(-c4ccc(F)cc4)nc3s2)CC1
3%[76.3 µM] | Cc1cccc(-c2nc3c(cnn3-c3ccccc3)c(=O)n2-c2ccc(Cl)cc2)c1
1% | CCOC(=O)CN1C(=O)/C(=C/c2cccc(Br)c2)Oc2ccccc21

In another format: entries from further up.
O=C(COc1ccc(S(=O)(=O)N2CCCC2)cc1)NCc1cccnc1
- GAA glycogen: 3%

O=C(Oc1ccc(Oc2ccccc2)cc1)N1CCC(O)CC1
- GAA glycogen: 4%

(further entries)
GAA glycogen | mol
-8%[76.3 µM] | O=C1c2ccccc2C(=O)C1(c1ccccc1)N1CCN(c2cccc(C(F)(F)F)c2)CC1
16%[76.3 µM] | CSCCC(=O)NC1CCCN(CCc2ccccc2)C1 (stereo not drawn)
2%[76.3 µM] | CCOC(=O)c1c(C)[nH]c(C(=O)OCc2ccc(F)cc2)c1C
4%[76.3 µM] | Cc1ccc(OCc2nc3ccccc3n2CCOc2ccc(Cl)cc2)cc1
-6%[76.3 µM] | Cc1ccc(-c2c(CN3CCN(c4cccc(C)c4C)CC3)csc2C)cc1
5% | CCOC(=O)N1CCN(c2nc(-c3ccccc3)c3cc(C)ccc3n2)CC1
-2%[76.3 µM] | COc1cccc(CN2c3ccccc3-c3nc(SCC(=O)Nc4ccccc4Cl)ncc3S2(=O)=O)c1
1%[76.3 µM] | CCN(C(=O)C(C)N1C(=O)/C(=C/c2cccs2)SC1=S)C1CCS(=O)(=O)C1 (stereo not drawn)
-4%[76.3 µM] | CCCCn1c(=O)c2oc3ccccc3c2n(CC(=O)Nc2ccc(CC)cc2)c1=O
-3%[76.3 µM] | Cc1ccc(-n2nc3c(=O)n(CC(=O)NCc4ccccc4Cl)nc(C)c3c2C)cc1
? | CCOc1cc(/C=N\NC(=O)c2c(C)nc3ccccn23)ccc1O
-1%[76.3 µM] | CCN(CC)CCN(Cc1cc2cc3c(cc2[nH]c1=O)OCCO3)C(=S)NCC(C)C
-11%[76.3 µM] | COc1ccc(CCNC(=O)c2ccc(OC)c(OC)c2)cc1OC
13%[76.3 µM] | Cc1ccc(-c2cn3nc(N4CCC(C(=O)Nc5ccccc5C)CC4)sc3n2)cc1
3%&0%[76.3 µM] | CCc1nn(CCCC(=O)NCc2ccc(C)cc2)c(=O)c2cc3occc3n12

(continued)
GAA glycogen | mol
-6%[76.3 µM] | COC(=O)c1ccc(Cl)cc1NC(=O)N(Cc1ccc(OC)cc1)C1CCN(C(C)=O)CC1
-12% | CC(=O)Nc1ccc(NC(=O)c2ccc(COc3ccccc3Br)o2)cc1
? | CC(=O)N1c2ccc(S(=O)(=O)N3CCCCC3)cc2CC1C(=O)NCc1ccc(N(C)C)cc1 (stereo not drawn)
-5%[76.3 µM] | COC(=O)c1ccc(OC(=O)N2CCOCC2)cc1
5%[76.3 µM] | Nc1c(C(=O)Nc2ccc(F)c(F)c2)sc2nc(-c3ccncc3)ccc12
2% | C=CCn1cc(C(=O)N2CCN(C)CC2)c(=O)c2cc(S(=O)(=O)N(CC)CC)ccc21
10%[76.3 µM] | O=C(NC1CCCCCC1)C1CCN(C(=O)N2CCOc3ccc(Cl)cc32)CC1
-1%[76.3 µM] | COc1cccc(OC)c1C(=O)Nc1ccccc1C(=O)N1CCCCCC1
-7% | COC(=O)C(Cc1ccc(O)cc1)NC(=O)CCNC(=O)c1ccco1 (stereo not drawn)
0%[76.3 µM] | Cc1ccc2c(c1)N(C(=O)N1CCC(C(=O)NCc3cccs3)CC1)CC(C)O2 (stereo not drawn)
20%[76.3 µM] | O=C1CC(c2nnc(Cc3ccccc3Cl)o2)CN1c1ccccc1 (stereo not drawn)
7%[76.3 µM] | CN(C)CCCN(C(=O)c1ccc(Cl)s1)c1nc2cc3c(cc2s1)OCO3

An excerpt (hit frequency here may not be typical).
